ARNT TACC3 PPI: ARNT/TACC3 interaction disruption; inhibition, % at 9.99 µM; AlphaScreen His-ARNT PAS-B/GST-TACC3 binding, luminescence; TACC3 fragment carries E629A point mutation; Q9Y6A5; 390,000 compounds, 0.66% hits;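 active = mean inhibition of replicates at least 50% and at least half of replicates each reaching 50%; inconclusive = half or more replicates reach 50% but mean below 50%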;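 note: 0% = complete ARNT plus TACC3 wells and 100% = ARNT alone without TACC3; many hits fall short of the cut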
ERp5 inh: ERp5 (human) disulfide isomerase inhibition | Q15084 | ERp5 insulin aggregation, absorbance 650 nm, 90 min | inhibition, % at 9.99 µM | 350,000 compounds, 0.05% hits | AID 651711;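 active = mean replicate inhibition above about 25%, with every replicate also reaching it, limit read from the data, passing the limit was not always enough; inconclusive = only one of those two criteria met; inactive = neither criterion met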
Target sequence (Q15084 whole entry, looked up): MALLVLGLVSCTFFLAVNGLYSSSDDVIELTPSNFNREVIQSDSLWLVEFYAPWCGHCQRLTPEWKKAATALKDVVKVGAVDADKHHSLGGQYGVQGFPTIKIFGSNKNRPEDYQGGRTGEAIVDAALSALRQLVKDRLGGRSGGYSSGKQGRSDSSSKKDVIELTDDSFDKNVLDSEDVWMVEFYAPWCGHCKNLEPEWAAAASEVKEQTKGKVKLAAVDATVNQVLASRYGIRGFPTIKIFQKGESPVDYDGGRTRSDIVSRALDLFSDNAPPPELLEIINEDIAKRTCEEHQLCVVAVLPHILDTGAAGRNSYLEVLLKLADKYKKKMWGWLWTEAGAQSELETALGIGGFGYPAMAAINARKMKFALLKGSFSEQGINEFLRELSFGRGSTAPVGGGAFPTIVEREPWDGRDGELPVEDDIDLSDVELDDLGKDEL
esBAF inh: SWI/SNF esBAF complex inhibition | mouse ES cells, Bmi1-luciferase knock-in reporter, 24 h; 100% = twice the neutral-well signal | reporter increase, % at 12.5 µM | 350,000 compounds, 2% hits; in the data active = activation above about 40%; inconclusive = no clear call, values can overlap the other calls;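 note: 0% = median of the plate's neutral control wells and 100% = double that signal; a rise in the Bmi1 reporter signal indicates esBAF inhibition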
SIRT5 inh: sirtuin-5 (human) deacylase inhibition | Q9NXA8 | Purified SirT5, succinyl-peptide AMC, trypsin-coupled fluorescence | inhibition, % at 15 µM | 330,000 compounds, 1.1% hits; in the data active = inhibition above about 15%; inconclusive = no clear call, values can overlap the other calls
Target sequence (Q9NXA8 whole entry, looked up): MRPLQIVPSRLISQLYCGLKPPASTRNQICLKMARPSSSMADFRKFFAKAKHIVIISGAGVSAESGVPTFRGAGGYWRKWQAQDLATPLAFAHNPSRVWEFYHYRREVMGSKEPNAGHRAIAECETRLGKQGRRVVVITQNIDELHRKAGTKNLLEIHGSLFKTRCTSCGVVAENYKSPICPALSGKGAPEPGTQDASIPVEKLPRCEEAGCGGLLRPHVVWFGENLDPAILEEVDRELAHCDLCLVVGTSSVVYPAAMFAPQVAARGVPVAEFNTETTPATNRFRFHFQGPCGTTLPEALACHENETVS
C2C12 statin: suppressors of simvastatin-induced myotoxicity in C2C12 myotubes; ATP luminescence, 48 h; scaled: DMSO 0, geranylgeraniol control 100; rescue of ATP level, % at 7.49 µM; 330,000 compounds, 0.78% hits;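 active = mean ATP rescue above about 67%, or every replicate alone reaching that limit, limit read from the data, passing the limit was not always enough; inconclusive = no clear call, values can overlap the other calls; inactive = mean under the limit and some replicate under it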;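 note: myotubes were challenged with 10 µM simvastatin during compound exposure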
miR-122 sensor: blocks miR-122 activity in Huh7 sensor cells; Huh7 miR-122 Renilla luciferase sensor, 48 h; neutral wells = 0, positive control = 100; activation (reporter increase), % at 12.5 µM; 340,000 compounds, 0.3% hits; AID 602342;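 active = mean replicate activation score at least 90 and every replicate individually at or above 90; inconclusive = only one of the two criteria met; inactive = neither criterion met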;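 note: higher luciferase means less miR-122 activity so hits act as miR-122 inhibitors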
Cneo AK release: Cryptococcus neoformans lysis via adenylate kinase release | C. neoformans lysis, adenylate kinase release luminescence, 4 h; normalised: neutral wells 0, clomiphene wells 100 | lysis activity, % at 15 µM | 360,000 compounds, 0.2% hits;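 active = mean lysis activity across replicates of at least 80%, whatever share of replicates individually reach that level; inactive = mean lysis activity below 80%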
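Assay system: C. neoformans cells. Amount: yeast cell density of 5 × 10^6 cells/mL. Technique: AK luminescence. Buffer or medium: YPD. Times: static 4 h at 37 °C with compound, 1 h detection. Dosing: single-point compound dose. Read-out: lysis from increased AK signal.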
* = called active by the depositor; [ ] = dose if it differs, or a comment.

How did C[C@H](CO)N1C[C@H](C)[C@H](CN(C)Cc2ccccn2)Oc2ncc(C#CC(C)(C)O)cc2C1=O do in these assays?
ARNT TACC3 PPI: 0.4; ERp5 inh: 5.8; esBAF inh: 1.5; SIRT5 inh: -5.8; C2C12 statin: 22.4; miR-122 sensor: 1.6[16.7 µM]; Cneo AK release: -5.0

How did CCN1CCN(C(=O)c2ccccc2Nc2ccc(SC(F)F)cc2)CC1 do in these assays?
ERp5 inh: 2.8; esBAF inh: -1.1; SIRT5 inh: -4.2; C2C12 statin: 4.7; miR-122 sensor: -0.6; Cneo AK release: -0.3

Results for O=c1c2ccccc2nnn1CSc1nc2ccccc2c(=O)n1CCCO ?
ARNT TACC3 PPI: -10.7; ERp5 inh: -1.8; esBAF inh: -5.4; SIRT5 inh: -5.5; C2C12 statin: 11.6; miR-122 sensor: 2.3; Cneo AK release: 1.2

How did Cc1cc(C(=O)CCC(=O)NCc2ccccc2F)c(C)s1 do in these assays?
ARNT TACC3 PPI: 0.1; ERp5 inh: 3.8; SIRT5 inh: -0.4; miR-122 sensor: -0.7

How did Cn1cccc1/C=N/N1CCN(c2ccccc2)CC1 do in these assays?
ARNT TACC3 PPI: 3.0; ERp5 inh: -1.4; esBAF inh: 25.6; SIRT5 inh: -1.2; C2C12 statin: -3.3; miR-122 sensor: 2.1

What do the screens show for `Cc1noc(C)c1NC(=O)N(C)C[C@H]1Oc2ccc(NC(=O)CCN3CCOCC3)cc2CC(=O)N([C@H](C)CO)C[C@H]1C`?
ARNT TACC3 PPI: -4.5; ERp5 inh: -2.4; esBAF inh: 0.6; SIRT5 inh: 2.2; C2C12 statin: -2.9; miR-122 sensor: 16.0[16.7 µM]; Cneo AK release: 3.9

Results for Cc1ccc2nc(CSc3nnc(Cc4cccs4)n3C3CCCCC3)cc(=O)n2c1 ?
ARNT TACC3 PPI: -1.9; esBAF inh: 4.6; C2C12 statin: 2.6; miR-122 sensor: -9.6; Cneo AK release: 2.0

How did CCNC(=O)C[C@H]1CC[C@@H]2[C@H](COc3ccc(NC(=O)c4ccccc4Cl)cc3C(=O)N2C)O1 do in these assays?
ARNT TACC3 PPI: -3.0; esBAF inh: 7.1; C2C12 statin: -0.7; miR-122 sensor: -12.5[16.7 µM]; Cneo AK release: 1.2

Results for COc1ccc([C@H]2C[C@H](O)[C@@H](n3cc(-c4ccc(F)cc4)nn3)CN2C(=O)C2CCCCC2)cc1 ?
ERp5 inh: -0.7; esBAF inh: -9.2; SIRT5 inh: -0.2; C2C12 statin: 3.1; miR-122 sensor: -3.9; Cneo AK release: -1.4

What do the screens show for `COc1ccc(S(=O)(=O)N(C)C[C@H]2OCCCC[C@H](C)Oc3ccc(NC(=O)Nc4cccc5ccccc45)cc3C(=O)N([C@@H](C)CO)C[C@H]2C)cc1`?
ARNT TACC3 PPI: -0.5; ERp5 inh: -0.2; esBAF inh: 2.6; SIRT5 inh: -0.1; miR-122 sensor: 29.4[16.7 µM]; Cneo AK release: 3.3

How did Cc1ccc([N+](=O)[O-])cc1NC(=O)CN1CCC(C)CC1 do in these assays?
ARNT TACC3 PPI: 3.9; esBAF inh: -1.3; C2C12 statin: -18.2; miR-122 sensor: 2.6; Cneo AK release: 1.0

What do the screens show for `Cc1sc2nc(CSCC(=O)NC3(C#N)CCCCC3)[nH]c(=O)c2c1C`?
ARNT TACC3 PPI: -4.8; ERp5 inh: 6.2; esBAF inh: 5.8; SIRT5 inh: 3.9; C2C12 statin: -3.8; miR-122 sensor: 4.4; Cneo AK release: 2.7

How did C[C@H](NC(=O)Cc1cccc2ccccc12)C(=O)N1CCOCC1 do in these assays?
ARNT TACC3 PPI: -1.4; ERp5 inh: 2.5; esBAF inh: -2.3; SIRT5 inh: -3.5; C2C12 statin: 1.5; miR-122 sensor: 4.9; Cneo AK release: 0.5

Results for C[C@H](CO)N1C[C@H](C)[C@H](CN(C)Cc2ccc(C(=O)O)cc2)Oc2ccc(NS(=O)(=O)c3ccccc3)cc2C1=O ?
ARNT TACC3 PPI: -6.9; ERp5 inh: 7.2; esBAF inh: 1.8; SIRT5 inh: 3.4; miR-122 sensor: -2.6[16.7 µM]; Cneo AK release: 5.7

Results for CN(C)C(=O)c1ccc(-c2ccc([C@H]3[C@H]4CN(C(=O)C5CCC5)CCCCN4[C@H]3CO)cc2)cc1 ?
ARNT TACC3 PPI: -1.0; ERp5 inh: -2.2; SIRT5 inh: -0.2; miR-122 sensor: -24.3[16.7 µM]; Cneo AK release: -2.2

What do the screens show for `COc1ccc(COC(=O)Nc2cc3c(C(F)(F)F)nn(C)c3s2)cc1`?
esBAF inh: -5.6; C2C12 statin: inconclusive; miR-122 sensor: -2.0; Cneo AK release: -1.9

Results for COCCNC(=O)c1nn(-c2cc(OC)cc(OC)c2)c(=O)c2ccccc12 ?
ARNT TACC3 PPI: 0.0; esBAF inh: -1.0; C2C12 statin: 109.8*; miR-122 sensor: -0.1; Cneo AK release: 0.0

What do the screens show for `COc1ccc(CN(C)C[C@@H]2Oc3ccc(NC(=O)Cc4ccccc4)cc3C(=O)N([C@H](C)CO)C[C@H]2C)cc1`?
ARNT TACC3 PPI: -2.7; ERp5 inh: -4.4; esBAF inh: 3.2; SIRT5 inh: 5.0; C2C12 statin: -11.1; miR-122 sensor: 3.4[16.7 µM]; Cneo AK release: -9.6

Results for CC1CCCN(C(=O)Cn2nnc(-c3ccc(S(C)(=O)=O)cc3)n2)C1 (stereo unspecified) ?
ARNT TACC3 PPI: -14.0; ERp5 inh: 2.8; esBAF inh: -6.7; SIRT5 inh: 1.5; C2C12 statin: 4.8; Cneo AK release: 1.0

How did C[C@@H]1CN([C@@H](C)CO)C(=O)c2cc(C#CC(C)(C)O)cnc2O[C@@H]1CN(C)Cc1cncnc1 do in these assays?
ARNT TACC3 PPI: -3.2; ERp5 inh: -7.5; esBAF inh: 0.6; SIRT5 inh: -2.1; C2C12 statin: -0.3; miR-122 sensor: 22.9[16.7 µM]; Cneo AK release: 4.4

Results for CN(C)c1ccc(CNn2cnnc2)cc1 ?
ARNT TACC3 PPI: -0.2; ERp5 inh: -1.4; esBAF inh: -9.8; C2C12 statin: 3.5; miR-122 sensor: 1.4; Cneo AK release: -0.1

Results for COc1ccc(S(=O)(=O)Nc2cc(C)ccc2OC)cc1C ?
ARNT TACC3 PPI: -4.8; esBAF inh: 1.7; C2C12 statin: 10.4; miR-122 sensor: 113.7*; Cneo AK release: -4.2

How did COc1ccc(NC(=O)N(C)C[C@@H]2Oc3ncc(C#C[C@H](C)O)cc3C(=O)N([C@@H](C)CO)C[C@H]2C)cc1 do in these assays?
ARNT TACC3 PPI: -3.8; ERp5 inh: -2.1; esBAF inh: -1.9; SIRT5 inh: 2.2; C2C12 statin: -6.8; miR-122 sensor: -6.1[16.7 µM]; Cneo AK release: 49.2

Results for N#CCSc1nc(-c2ccccc2)c2cc(Cl)ccc2n1 ?
ARNT TACC3 PPI: -27.4; miR-122 sensor: -4.4; Cneo AK release: -3.5

Results for O=C(CCn1cnc2ccccc21)N/N=C/C=C/c1ccccc1 ?
ARNT TACC3 PPI: 9.0; ERp5 inh: -13.3; SIRT5 inh: -3.0; miR-122 sensor: 1.1; Cneo AK release: 24.7

What do the screens show for `C=CCn1c2ccccc2c2nnc(SCC(=O)OC)nc21`?
ERp5 inh: 0.0; esBAF inh: -6.1; C2C12 statin: -0.8; miR-122 sensor: 3.4; Cneo AK release: 0.3

How did C[C@@H]1CN([C@H](C)CO)C(=O)c2cc(NS(=O)(=O)c3cccs3)ccc2O[C@@H](C)CCCCO[C@@H]1CN(C)Cc1ccc(C(F)(F)F)cc1 do in these assays?
ARNT TACC3 PPI: -2.6; ERp5 inh: 8.0; esBAF inh: 5.1; SIRT5 inh: 19.2*; C2C12 statin: 91.7*; miR-122 sensor: 9.6[16.7 µM]; Cneo AK release: -0.1

What do the screens show for `CCCCCOCC1CC(C/C(C)=N/NC(N)=S)C(=O)O1` (stereo unspecified)?
ARNT TACC3 PPI: -8.8; ERp5 inh: 4.4; SIRT5 inh: -1.5

How did CCOC(=O)CCSc1nc(C)c2cc(C)c(C)cc2n1 do in these assays?
ARNT TACC3 PPI: -15.0; esBAF inh: 11.6; miR-122 sensor: -9.8; Cneo AK release: 0.8

How did COc1ccc(C(=O)c2ccccc2Cl)cc1 do in these assays?
ARNT TACC3 PPI: -5.9; esBAF inh: 0.6; C2C12 statin: 28.8; miR-122 sensor: -5.5; Cneo AK release: -0.7

Results for Cc1ccc(C)c(C(=O)n2cnnc2N)c1 ?
ARNT TACC3 PPI: 11.4; esBAF inh: 1.4; C2C12 statin: -6.5; miR-122 sensor: -2.5; Cneo AK release: 0.4

How did CO[C@@H]1CN(C)C(=O)c2cc(NC(=O)C3CC3)ccc2OC[C@@H](C)N(C(=O)c2ccccc2F)C[C@@H]1C do in these assays?
ARNT TACC3 PPI: 8.6; ERp5 inh: 1.3; esBAF inh: -20.7; SIRT5 inh: 1.2; C2C12 statin: -5.9; Cneo AK release: 44.0

What do the screens show for `O=C(CCCc1ccccc1)Nc1ccc(S(=O)(=O)N2CCOCC2)cc1`?
ARNT TACC3 PPI: -3.6; ERp5 inh: -0.7; SIRT5 inh: 0.8; miR-122 sensor: -7.3; Cneo AK release: -0.4

What do the screens show for `C[C@@H](NC(=O)C[C@@H]1C=C[C@@H](NC(=O)C2CCC2)[C@@H](CO)O1)c1ccccc1`?
ARNT TACC3 PPI: 7.9; ERp5 inh: -3.6; esBAF inh: 4.5; SIRT5 inh: 1.9; C2C12 statin: -7.3; Cneo AK release: -3.2

What do the screens show for `COc1ccc(-c2nc(C#N)c(NC(C)c3ccccc3)o2)cc1OC` (stereo unspecified)?
ARNT TACC3 PPI: 5.2; esBAF inh: 4.5; C2C12 statin: 35.3; miR-122 sensor: 24.3; Cneo AK release: 3.5

What do the screens show for `Cc1c(NC(=O)c2ccc(NS(=O)(=O)c3ccccc3)cc2)c(=O)n(-c2ccccc2)n1C`?
ARNT TACC3 PPI: -3.9; ERp5 inh: -2.9; esBAF inh: 0.3; SIRT5 inh: -6.2; C2C12 statin: 0.1; Cneo AK release: 0.8

What do the screens show for `CC(C)(CC(=O)O)CC(=O)NCc1c(Cl)cccc1Oc1ccccc1`?
ARNT TACC3 PPI: -2.3; ERp5 inh: -0.7; SIRT5 inh: -1.5

How did O=C(/C=C/c1ccc(F)cc1)N1CCc2ccccc2C1 do in these assays?
ARNT TACC3 PPI: 0.1; ERp5 inh: 0.6; esBAF inh: 47.8*; SIRT5 inh: 0.7; C2C12 statin: 7.4; miR-122 sensor: 8.9; Cneo AK release: -2.5

What do the screens show for `C[C@H](CO)N1C[C@H](C)[C@H](CN(C)C)Oc2ncc(C3=CCCC3)cc2C1=O`?
ARNT TACC3 PPI: 2.9; ERp5 inh: -5.4; esBAF inh: 0.6; SIRT5 inh: -3.2; C2C12 statin: 2.0; miR-122 sensor: -0.3[16.7 µM]; Cneo AK release: -5.0

How did NC(=O)c1ncn([C@@H]2O[C@H](CNCc3cnc(N4CCOCC4)s3)[C@@H](O)[C@H]2O)n1 do in these assays?
ERp5 inh: 5.3; esBAF inh: -6.3; SIRT5 inh: 4.0; C2C12 statin: 4.9; miR-122 sensor: 0.9; Cneo AK release: 0.6

How did COc1ccc([C@H]2CC(=O)C=C(c3ccc(Cl)c(C(F)(F)F)c3)C2)cc1 do in these assays?
ARNT TACC3 PPI: -2.7; ERp5 inh: -2.3; esBAF inh: 14.3; SIRT5 inh: -3.2; C2C12 statin: -20.6; miR-122 sensor: -2.6; Cneo AK release: 1.1

Bioassay records from PubChem BioAssay.
